# IMP-1 inh – blocks Pseudomonas aeruginosa IMP-1 metallo-beta-lactamase. AID 1556. purified IMP-1, nitrocefin hydrolysis, epi-absorbance fluorescence. inhibition, % at 5.6 µM. 290,000 compounds, 0.45% hits;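 active means inhibition above the mean plus 3 SD of all compounds in the same screening run, cut at about 4.5% in these data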;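 further: 0% = IMP-1 with DMSO and 100% = DMSO wells lacking enzyme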
#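 system = purified recombinant IMP-1 beta-lactamase | amount = 0.2 nM IMP-1, as dispensed | medium = HEPES buffer pH 7.1 with ZnSO4 and Brij 35 | times = 25 °C, 15 min preincubation, 25 min reaction | detection = plate fluorescence quenching by hydrolysis product, ex 480/em 530 nm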
# IDE cell inh – inhibitors of human insulin-degrading enzyme in cells | inhibition, % at 5.59 µM | HEK cells, FAbetaB cleavage, fluorescence polarization | P14735 | 320,000 compounds, 0.41% hits;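 active means percent inhibition above the average of all tested compounds plus 3 SD, set per screening campaign, cut at about 16% in these data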;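 further: IDE supplied by intact live HEK cells; FP after avidin binding of uncleaved biotin substrate so inhibition keeps polarization high; 0% = DMSO wells and 100% = 60 µM reference IDE inhibitor Ii1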
# Target sequence (P14735 whole entry, looked up): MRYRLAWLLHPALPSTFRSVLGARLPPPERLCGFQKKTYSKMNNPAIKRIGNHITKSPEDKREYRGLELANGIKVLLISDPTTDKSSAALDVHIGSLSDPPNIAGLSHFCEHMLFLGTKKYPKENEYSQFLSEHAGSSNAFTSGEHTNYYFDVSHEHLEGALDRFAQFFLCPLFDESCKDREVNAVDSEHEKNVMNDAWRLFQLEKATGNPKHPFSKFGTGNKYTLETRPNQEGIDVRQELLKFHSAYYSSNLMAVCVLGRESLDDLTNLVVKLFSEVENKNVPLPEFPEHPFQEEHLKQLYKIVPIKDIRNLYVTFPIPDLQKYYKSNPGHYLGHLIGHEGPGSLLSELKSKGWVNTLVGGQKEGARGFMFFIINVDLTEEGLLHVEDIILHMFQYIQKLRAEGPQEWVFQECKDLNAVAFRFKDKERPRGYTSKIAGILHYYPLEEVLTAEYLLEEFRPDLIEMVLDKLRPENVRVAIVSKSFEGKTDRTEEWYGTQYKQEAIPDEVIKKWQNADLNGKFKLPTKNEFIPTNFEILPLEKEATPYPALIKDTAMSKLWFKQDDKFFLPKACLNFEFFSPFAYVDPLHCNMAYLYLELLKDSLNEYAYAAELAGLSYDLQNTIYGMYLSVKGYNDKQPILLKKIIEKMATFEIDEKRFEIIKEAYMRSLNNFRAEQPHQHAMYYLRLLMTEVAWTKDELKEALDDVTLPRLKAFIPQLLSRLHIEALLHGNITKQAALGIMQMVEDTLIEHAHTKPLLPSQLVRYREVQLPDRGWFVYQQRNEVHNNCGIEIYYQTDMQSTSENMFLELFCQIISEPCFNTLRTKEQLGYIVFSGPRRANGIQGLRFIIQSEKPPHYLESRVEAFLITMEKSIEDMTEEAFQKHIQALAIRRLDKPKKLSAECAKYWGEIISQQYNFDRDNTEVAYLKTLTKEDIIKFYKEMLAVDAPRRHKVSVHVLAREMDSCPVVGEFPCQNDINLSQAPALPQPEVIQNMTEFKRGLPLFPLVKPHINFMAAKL
# GalR3 antag – antagonists of human GalR3 | HEK293 GalR3-CNG cAMP membrane potential fluorescence; galR3 body fused to GalR1 C-terminus | inhibition, % at 3 µM | 360,000 compounds, 0.44% hits | AID 651719;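 active means inhibition above the screen-wide average plus 3 SD, cut at about 13% in these data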;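 further: forskolin and galanin both at EC90 stimulate the cells; cAMP rise reported by CNG channel membrane potential dye signal; 0% = forskolin plus galanin with DMSO and 100% = forskolin alone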
# VIM-2 inhibitor – blocks Pseudomonas aeruginosa VIM-2 metallo-beta-lactamase | purified VIM-2, nitrocefin hydrolysis, epi-absorbance fluorescence | inhibition, % at 5.6 µM | 290,000 compounds, 0.89% hits | AID 1527;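 active means inhibition above the mean of all tested compounds plus 3 SD, cutoff set per screening run, cut at about 7.5% in these data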;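 further: red hydrolysis product quenches plate fluorescence so inhibitors raise well fluorescence; 0% = enzyme with DMSO and 100% = DMSO without enzyme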
# p-CIP stab down – lowers stability of the mouse p/CIP coactivator protein | F442A p/CIP-EGFP cells, EGFP fluorescence, 16 h | AID 1984 | decrease of EGFP signal, % at 10 µM | 290,000 compounds, 0.01% hits;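 active means EGFP signal decrease of at least 30% at 10 µM or well 3 SD below plate mean, unless failing retest; inactive means the rest, including hits failing retest or dose response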; further: some compounds called inactive have numbers as strong as hits; many of its hits are not listed in these tables
# NS3 helicase inh – inhibitors of Hepatitis C virus NS3 helicase | NS3 helicase DNA unwinding, Cy5 molecular beacon fluorescence | inhibition, % at 10.9 µM | 290,000 compounds, 0.56% hits | AID 1800;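 active means inhibition above the mean of all tested compounds plus 3 SD, set per campaign, cut at about 35% in these data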;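 further: 0% = DMSO wells and 100% = thioflavine S control wells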
#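 Compound dosing – single dose, 10.9 µM nominal final, DMSO 0.8% final · System – NS3 helicase fragment of HCV · Buffer or medium – MOPS pH 6.5, MgCl2, DTT, Tween20, BSA · Signal – Cy5 beacon fluorescence read at start and 1 h · Also added – annealed dual-labelled DNA beacon duplex, ATP-started · Schedule – 1 h at 25 °C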
# CRFBP-R2 block – CRF-BP/CRF-R2 complex antagonism. HEK293 CRF-R2/CRF-BP, CRF-induced calcium fluorescence. 350,000 compounds, 0.59% hits. AID 588475. inhibition, % at 11.8 µM;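 active means inhibition of the ligand-induced calcium signal above about 50% at the single tested concentration, limit read from the data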
# UBC9 SUMO inh – SUMOylation inhibition; HTRF SUMOylation assay, SAE1/SAE2 + UBC9, in vitro; inhibition, % at 35 µM; 290,000 compounds, 0.36% hits; in the data active means inhibition above about 50%, passing the limit was not always enough; further: strong numbers were not always called active
# IDE cell activ – IDE (human) activation, cell-based | P14735 | HEK cells, FAbeta-B cleavage, fluorescence polarization; 0% vehicle, 100% cell-free pure enzyme wells | 340,000 compounds, 0.073% hits | AID 493087 | activation, % at 5.96 µM;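 active means activation above the mean of all tested compounds plus 3 SD, set per screening campaign, cut at about 17% in these data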
# * hit, by the source's call; i = inactive; . = no result given.
# Preview (three entries):
item | compound | IMP-1 inh | IDE cell inh | GalR3 antag | VIM-2 inhibitor | p-CIP stab down | NS3 helicase inh | CRFBP-R2 block | UBC9 SUMO inh | IDE cell activ
1 | COc1ccc(CCC(=O)N2CCC3(CC2)OCCO3)cc1 | -1.4 | 9.9 | -4.8 | -1.0 | -8.9 | -2.8 | 8.4 | 3.9 | -4.3
2 | COc1ccc(CCC(C)NCCc2ccccc2)cc1 (configuration not stated) | -2.5 | -1.3 | -6.5 | -0.7 | -1.0 | -0.1 | -15.8 | -6.5 | 2.4
3 | CC(C)N1C(=O)NC(=O)C2(Cc3cc([N+](=O)[O-])ccc3N(C)C2c2ccccc2)C1=O (configuration not stated) | -4.8 | -0.7 | -3.9 | -1.2 | 2.0 | -2.1 | -27.5 | -3.5 | 5.4

# The whole of this part (from the top)
item | compound | IMP-1 inh | IDE cell inh | GalR3 antag | VIM-2 inhibitor | p-CIP stab down | NS3 helicase inh | CRFBP-R2 block | UBC9 SUMO inh | IDE cell activ
1 | COc1ccc(CCC(=O)N2CCC3(CC2)OCCO3)cc1 | -1.4 | 9.9 | -4.8 | -1.0 | -8.9 | -2.8 | 8.4 | 3.9 | -4.3
2 | COc1ccc(CCC(C)NCCc2ccccc2)cc1 (configuration not stated) | -2.5 | -1.3 | -6.5 | -0.7 | -1.0 | -0.1 | -15.8 | -6.5 | 2.4
3 | CC(C)N1C(=O)NC(=O)C2(Cc3cc([N+](=O)[O-])ccc3N(C)C2c2ccccc2)C1=O (configuration not stated) | -4.8 | -0.7 | -3.9 | -1.2 | 2.0 | -2.1 | -27.5 | -3.5 | 5.4
4 | CC/C(=N\Nc1ccccc1)c1c(O)n(-c2ccc(OC)cc2)c(=O)[nH]c1=O | -2.6 | -6.4 | -0.3 | -1.9 | 6.2 | 4.6 | -13.4 | 3.4 | -3.6
5 | Cc1c(Oc2cc(NN3CCCCC3)c([N+](=O)[O-])cc2[N+](=O)[O-])cccc1[N+](=O)[O-] | -4.4 | -0.7 | -4.9 | 0.0 | 2.5 | -4.3 | -0.8 | -8.6 | 0.0
6 | CCC(=NCc1ccc(F)cc1)c1c(O)n(C)c(=O)n(C)c1=O | -0.4 | 0.8 | -5.1 | -1.6 | -16.0 | 0.6 | -7.1 | -5.0 | -4.5
7 | Cc1ccsc1C(=O)C1CCCN(Cc2cnn(C)c2)C1 (configuration not stated) | -2.3 | 3.9 | 0.3 | -1.9 | -4.9 | 11.9 | -9.0 | 10.0 | 6.0
8 | CC(C)(C)NC(=O)C1CC2CCCCC2CN1 (configuration not stated) | -3.8 | 2.2 | -1.7 | -2.2 | -13.7 | 11.0 | -1.4 | 11.4 | 8.1
9 | Cc1nc2ccccc2c(=O)n1-c1ccc(Br)cc1[N+](=O)[O-] | -3.5 | 6.2 | -0.7 | -1.6 | 7.8 | 6.4 | 6.0 | 6.7 | 0.4
10 | COC(=O)C1=C(c2cc3ccccc3s2)C[C@@H]2CC[C@H]1N2C(=O)NCCCOC(C)C | . | 3.0 | 0.1 | . | . | . | 7.0 | . | 0.1
11 | O=C(/C=C/c1ccc2c(c1)OCO2)c1c(O)n(CCC2=CCCCC2)c(=O)[nH]c1=O | -2.5 | 5.1 | -0.2 | -3.1 | 2.5 | 8.3 | -38.0 | 18.1 | 1.7
12 | CCOC(=O)[C@@H]1[C@H]2COc3ccc(Br)cc3[C@H]2N2C(=O)N(c3cccc(C)c3)C(=O)[C@]12C | . | -0.8 | -6.6 | . | . | . | 3.4 | . | 6.3
13 | O=C(Nc1ccccc1)c1c(O)[nH]c(=S)[nH]c1=O | . | 5.3 | -4.4 | . | . | . | 3.6 | . | -3.7
14 | O=C(O)c1c[nH]c2ccc(S(=O)(=O)N(CCCl)CCCl)cc12 | -2.1 | 6.2 | -1.4 | -2.4 | 1.3 | 0.5 | 11.8 | -6.3 | -3.4
15 | CCC(=NCCO)c1c(O)n(-c2ccccc2)c(=O)[nH]c1=O | -2.5 | 3.5 | -6.2 | -4.5 | -2.9 | -1.6 | -29.2 | 16.5 | -3.1
16 | CCn1c(C)c(C(=O)Nc2ccc(OC)cc2)c2cc(OC)ccc21 | -0.7 | -0.8 | -12.2 | -2.5 | 3.5 | -16.7 | 2.5 | 1.7 | 0.8
17 | COc1ccc(C(=O)Oc2cccc3cccnc23)cc1S(=O)(=O)N1CCOCC1 | -2.3 | -5.4 | 0.7 | -2.8 | -12.9 | -24.7 | -16.2 | -1.4 | -1.3
18 | O=C1NC(=O)C(=Cc2cc3c(cc2[N+](=O)[O-])OCO3)C(=O)N1 | -2.5 | 3.1 | -9.6 | 0.1 | -5.1 | 15.7 | 3.0 | 98.6* | -2.9
19 | CCOC(=O)c1ccccc1C(=O)OCC | . | 4.9 | -1.6 | . | . | . | 23.4 | . | 3.4
20 | Cc1cc(OCC(=O)N[C@@H](Cc2ccccc2)C(=O)O)c2c3c(c(=O)oc2c1)CCCC3 | -4.3 | 6.9 | -0.5 | 11.3* | 12.7 | 8.1 | 0.9 | 26.6 | 7.9

# Look-ups from the results shown.
# compound 14 in IDE cell activ: -3.4
# compound 11 in p-CIP stab down: 2.5
# compound 2 in GalR3 antag: -6.5
# compound 4 in VIM-2 inhibitor: -1.9

# Further structures
item | compound | IMP-1 inh | IDE cell inh | GalR3 antag | VIM-2 inhibitor | p-CIP stab down | NS3 helicase inh | CRFBP-R2 block | UBC9 SUMO inh | IDE cell activ
21 | O=C1CN=C(c2cccs2)c2c(sc3c2CCCC3)N1 | -3.0 | 0.5 | -2.4 | -1.9 | -25.2 | 0.8 | 2.1 | 1.5 | -8.0
22 | COC(=O)C1=C(c2ccc(Cl)c(C(F)(F)F)c2)C[C@@H]2CC[C@H]1N2C(=O)NCCNC(C)=O | . | -0.3 | -5.4 | . | . | . | 0.6 | . | -1.1
23 | Cc1[nH]c2ccc(OC(F)(F)F)cc2c1CCNCc1cccc([N+](=O)[O-])c1 | -1.1 | -0.2 | -13.1 | -2.2 | 0.3 | -55.2 | -11.9 | -22.8 | 6.8
24 | Cc1ccc(-c2nc3ccccc3c(=O)n2-c2nccs2)cc1 | -1.4 | 6.1 | -3.5 | -6.3 | 3.4 | 1.6 | -5.5 | -11.0 | 6.0
25 | COc1cccc(NP(=O)(Oc2ccc(Cl)cc2)Oc2ccc(Cl)cc2)c1 | -1.6 | -2.5 | -9.0 | 1.7 | 7.3 | -6.9 | -26.7 | -13.6 | 0.7
26 | CC[C@H]1CN2CCC1C[C@H]2[C@H](O)c1ccnc2ccc(OC)cc12 (some centres not stated) | . | -0.8 | -3.9 | . | . | . | -17.5 | . | 7.4
27 | Oc1ccc(C2=CCNCC2)cc1O | . | -1.4 | 73.5* | . | . | . | 0.5 | . | 4.6
28 | O=C1/C(=C\c2ccccc2)C2OCC=C3CN4CCC56c7ccccc7N1C5C2C3CC46 (configuration not stated) | -1.7 | 6.6 | -11.7 | -0.5 | 0.4 | -63.5 | -0.8 | 1.4 | 3.2
29 | O=[N+]([O-])c1ccc(N2CCCC2)c2ncccc12 | -2.6 | 0.1 | 5.9 | -0.2 | 6.2 | 6.5 | 9.2 | 6.5 | 6.0
30 | COc1c2c(cc3c1OCO3)CC[N+](C)=C2 | -0.9 | -3.4 | -2.5 | -1.4 | 1.0 | 0.4 | 12.0 | 22.3 | -1.8
31 | CC(Cc1ccc(O)cc1)NCC(O)c1cc(O)cc(O)c1 (configuration not stated) | . | 1.0 | . | . | 2.3 | . | i | -8.3 | -4.3
32 | O=c1c2ccccc2nc(C[n+]2ccccc2)n1-c1cccc(C(F)(F)F)c1 | -3.1 | 2.1 | -4.8 | -5.6 | 5.2 | -3.9 | 14.8 | 11.6 | -1.2
33 | Cc1nn(Cc2ccccc2Cl)c(C)c1C(=O)OCC(=O)NC1CCS(=O)(=O)C1 (configuration not stated) | -0.6 | 1.3 | -6.4 | -1.2 | 1.1 | -2.4 | 29.3 | -14.3 | 4.5
34 | COc1ccc(-n2c(O)c(/C(C)=N/N3CCCCCC3)c(=O)[nH]c2=O)cc1 | -1.2 | 5.1 | -5.2 | -0.6 | 6.3 | -13.3 | -7.6 | 5.6 | .

# Compound profiles (already shown):
# COC(=O)C1=C(c2cc3ccccc3s2)C[C@@H]2CC[C@H]1N2C(=O)NCCCOC(C)C is listed with IMP-1 inh: .; IDE cell inh: 3.0; GalR3 antag: 0.1; VIM-2 inhibitor: .; p-CIP stab down: .; NS3 helicase inh: .; CRFBP-R2 block: 7.0; UBC9 SUMO inh: .; IDE cell activ: 0.1
# COc1ccc(CCC(=O)N2CCC3(CC2)OCCO3)cc1 is listed with IMP-1 inh: -1.4; IDE cell inh: 9.9; GalR3 antag: -4.8; VIM-2 inhibitor: -1.0; p-CIP stab down: -8.9; NS3 helicase inh: -2.8; CRFBP-R2 block: 8.4; UBC9 SUMO inh: 3.9; IDE cell activ: -4.3
# Cc1ccc(-c2nc3ccccc3c(=O)n2-c2nccs2)cc1 is listed with IMP-1 inh: -1.4; IDE cell inh: 6.1; GalR3 antag: -3.5; VIM-2 inhibitor: -6.3; p-CIP stab down: 3.4; NS3 helicase inh: 1.6; CRFBP-R2 block: -5.5; UBC9 SUMO inh: -11.0; IDE cell activ: 6.0

# Screen by screen, as entered above:
# IDE cell activ, entries 24 to 27: 6.0, 0.7, 7.4, 4.6

# Source: PubChem

# The list is partial, so the mix of outcomes need not match the whole.
